N370S GC mod = inhibitors or activators of N370S glucocerebrosidase for Gaucher disease; N370S GC spleen homogenate, 4MU-glucoside fluorescence; P04062; Potency, µM (doses to about 59.4 µM), for the others: at the top dose activity change, negative = inhibition, hits mostly inhibitors; AID 2101; 0.092% of 330,000 active;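 also: 0% = full enzyme activity and -100% = no enzyme basal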
FEN1 inhibitor = inhibitors of human flap endonuclease 1. P39748. Recombinant FEN1 flap cleavage, fluorescence, 15 min. Potency, µM (doses to about 114 µM), for inactives: at the top dose activity change, negative = inhibition, actives largely listed as inhibitors. 0.35% of 390,000 active; also: nearly all actives have a fitted effect of over 65% in size
Target sequence (P39748 whole entry, looked up): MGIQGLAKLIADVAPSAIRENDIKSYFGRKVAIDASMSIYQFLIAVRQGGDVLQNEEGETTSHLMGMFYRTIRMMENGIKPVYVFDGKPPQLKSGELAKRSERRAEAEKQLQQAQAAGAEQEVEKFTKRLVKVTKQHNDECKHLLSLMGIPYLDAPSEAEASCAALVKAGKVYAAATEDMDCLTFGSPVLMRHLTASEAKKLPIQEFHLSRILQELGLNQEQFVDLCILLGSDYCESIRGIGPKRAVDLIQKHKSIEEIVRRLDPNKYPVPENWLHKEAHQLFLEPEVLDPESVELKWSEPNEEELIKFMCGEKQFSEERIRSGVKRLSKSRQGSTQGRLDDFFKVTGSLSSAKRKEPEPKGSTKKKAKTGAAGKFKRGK
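Compounds are tested as a concentration series against 10 nM FEN1; after a 15 min room-temperature preincubation, 50 nM substrate starts cleavage, with plate reads at 0 and 15 min. Normalized responses are fitted by a Hill equation.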
TDP1 inh = inhibitors of human tyrosyl-DNA phosphodiesterase TDP1; Q9NUW8; recombinant TDP1, AlphaScreen DNA substrate cleavage; Potency, µM (highest dose often 130 µM), for inactives: at the highest dose activity change, negative = inhibition, hits mostly inhibitors; 0.28% of 350,000 active; AID 485290; also: nearly all actives have a fitted effect of over 40% in size
Target sequence (Q9NUW8 whole entry, looked up): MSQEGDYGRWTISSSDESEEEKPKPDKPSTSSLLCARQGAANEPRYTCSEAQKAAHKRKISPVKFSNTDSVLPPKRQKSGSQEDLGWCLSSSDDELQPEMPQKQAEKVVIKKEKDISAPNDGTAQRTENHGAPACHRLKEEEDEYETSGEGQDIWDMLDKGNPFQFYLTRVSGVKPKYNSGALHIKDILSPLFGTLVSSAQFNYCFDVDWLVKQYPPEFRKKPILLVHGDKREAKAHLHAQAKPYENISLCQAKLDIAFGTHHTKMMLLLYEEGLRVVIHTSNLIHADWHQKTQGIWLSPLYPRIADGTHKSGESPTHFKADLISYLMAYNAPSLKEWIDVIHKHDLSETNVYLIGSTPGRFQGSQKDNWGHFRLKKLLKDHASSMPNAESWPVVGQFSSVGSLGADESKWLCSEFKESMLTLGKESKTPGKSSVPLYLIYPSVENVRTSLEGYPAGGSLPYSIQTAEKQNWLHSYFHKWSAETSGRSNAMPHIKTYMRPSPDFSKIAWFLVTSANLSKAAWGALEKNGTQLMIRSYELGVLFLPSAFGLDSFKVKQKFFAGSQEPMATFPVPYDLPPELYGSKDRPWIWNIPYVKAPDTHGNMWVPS
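Steps: enzyme plus compound, 15 min RT; add biotin/phosphotyrosine-FITC oligonucleotide (15 nM final), react 5 min; add donor/acceptor beads (10 ug/ml final), 10 min; read AlphaScreen. Tdp1 at 1 nM final.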
Numbers without * were called inactive; u = inconclusive; x = not tested or not shown; & = joins results of further samples; [ ] = remark or other dose. Calls follow the shape of the dose curve; as a rule, active = well fitted curve in the direction sought with a large enough effect; inconclusive = small, poorly fitted or top-dose-only effect, or another doubt; inactive = no such curve, though single readings can be large; an effect the other way counts as inactive or inconclusive. Unless noted, % is scaled to controls: 0 for no effect and ±100 for the full control effect; potency is read from the fitted curve at half-maximal effect.

SMILES	N370S GC mod	FEN1 inhibitor	TDP1 inh
Fc1ccc(N/N=C2/CC(c3ccccc3)Oc3ccccc32)c(F)c1 (configuration not stated)	6.6%	-6.4%	0.0%
Cc1cc(C)n2ncc(C(=O)NC3CCCCC3)c2n1	u	1.5%	5.1%
COCCOC(=O)C1=C(C)NC(C)=C(C(=O)OC(C)C)C1c1cccc([N+](=O)[O-])c1 (configuration not stated)	27.3%&-9.3%&7.8%&12.6%&-5.5%&-0.8%	1.7%	5.5%
CC1C(=O)CC(c2ccccc2)N(C)C1c1ccccc1 (configuration not stated)	9.5%	-1.7%	-1.0%
CC(C)(C)N(Cc1ccccc1)C(=O)c1ccc(Br)o1	4.0%	1.3%	-5.5%
O=C(CSc1ccc(-c2ccccn2)nn1)N1CCCc2ccccc21	-14.1%	-1.7%	0.6%
O=C(COc1coc(CN2CCN(c3ccccc3)CC2)cc1=O)Nc1ccccc1	-2.4%	11.3%	1.8%
Cc1ccccc1OCc1nnc(SCC(=O)NCc2ccco2)n1C	-17.7%	-1.6%	4.8%
CSc1ccccc1NC(=O)c1cc(C)on1	-6.1%	-17.5%	7.8%
Cc1ccccc1C(=O)NC(C)c1ccc2c(c1)CCCC2 (configuration not stated)	14.1%	0.9%	2.0%
COc1cc2ncc(-c3ccccc3)nc2cc1OC	u	x	6.1%&1.2%
CCc1ccc(NC(=O)COc2ccc(Br)cn2)cc1	2.5%	15.9%	-1.2%
CCOc1ccc(NC(=O)c2ccc(-c3ccccc3)s2)cc1	x	-10.7%	2.5%
CC1CCCN(C(=O)c2ccc(NC(=O)CC3SC(N4CCCC4)=NC3=O)cc2)C1 (configuration not stated)	-4.0%	7.3%	x
Nc1ccc(C(=O)NCc2ccccc2)cc1	0.4%	1.6%	-5.1%
N=c1sccn1CC(=O)NC(=O)NC1CCCC1	3.3%	-11.9%	-2.7%
COc1ccc(NC(=O)c2ccccc2NS(C)(=O)=O)cc1OC	3.7%	-0.6%	1.0%
NC(=O)c1c(NC(=O)C2CCCO2)sc2c1CCCCC2 (configuration not stated)	6.9%	-5.7%	-13.0%
COCC(C)NS(=O)(=O)c1ccc(OC)cc1 (configuration not stated)	-2.6%	6.9%	3.9%
COc1ccc(C(=O)NCc2ccc3c(c2)CCO3)cc1	10.2%	-2.5%	6.2%
Cc1cc(C)c(NC(=O)Cn2c(=O)n(-c3ccc(F)cc3)c(=O)c3c(C)c(C(=O)N(C)C)sc32)c(C)c1	x	18.4%	-1.5%
COc1ccc(CN(C)CC(O)COc2ccc(-c3ccccc3)cc2)cc1OC (configuration not stated)	-27.6%	-4.4%	6.8%
COC(=O)c1cc(S(=O)(=O)Nc2c(C)cccc2C)cn1C	1.8%	-20.4%	x
Cc1c(N2C(=O)C(=O)/C(=C(/O)c3ccccc3)C2c2ccc(F)cc2)c(=O)n(-c2ccccc2)n1C (configuration not stated)	1.1%	1.1%	0.6%
Cc1ccc(Cc2c(C)nc3nc(SCC(=O)NCCN4CCOCC4)nn3c2C)cc1	-1.4%	0.3%	-4.5%

Part of the list above, showing only TDP1 inh and FEN1 inhibitor.
smiles	TDP1 inh	FEN1 inhibitor
COc1cc2ncc(-c3ccccc3)nc2cc1OC	6.1%&1.2%	x
Cc1ccccc1C(=O)NC(C)c1ccc2c(c1)CCCC2 (configuration not stated)	2.0%	0.9%
CC1CCCN(C(=O)c2ccc(NC(=O)CC3SC(N4CCCC4)=NC3=O)cc2)C1 (configuration not stated)	x	7.3%
N=c1sccn1CC(=O)NC(=O)NC1CCCC1	-2.7%	-11.9%

The results go on:
SMILES	N370S GC mod	FEN1 inhibitor	TDP1 inh
CCOC(=O)C1CCN(Cc2c(O)c3ccccc3oc2=O)CC1	9.0%	2.1%	-4.9%
CN(Cc1ccccc1)C(=O)CSc1nnc(-c2ccco2)n1-c1ccccc1	-1.0%	-7.6%	12.5%
O=C(COc1ccccc1)OCc1cc(=O)n2nc(C3CC3)sc2n1	x	-2.3%	5.8%
COc1ccccc1C(=O)COC(=O)c1cnc(C)cn1	-6.1%	0.3%	x
CCN(CC(=O)Nc1c(F)cccc1F)C(=O)c1ccc(-c2ccc(C(C)=O)cc2)o1	x	-12.5%	1.0%
CNC(=O)NC(=O)CSc1cccc(C(F)(F)F)c1	-1.8%	-9.3%	-6.1%
CCc1ccc(NC(=O)c2sc3nc(C)c(C(=O)Nc4ccc(C)cc4C)c(-c4ccco4)c3c2N)cc1	x	-1.4%	2.9%
COc1c(Cl)cc(Cl)cc1/C=C/C(=O)c1ccc(NC(=O)c2cccs2)cc1	2.2%	-12.2%	2.7%
CC(C)CNC(=S)N1CCN(C(c2ccccc2)c2ccccc2)CC1	-15.4%	-18.8%	0.6%
CCc1ccccc1NC(=O)c1ccc(Cn2cc([N+](=O)[O-])cn2)cc1	-4.1%	-1.5%	5.1%
Cc1cc(-c2c(C)[nH]n(-c3ccc(Cl)cc3)c2=O)n(-c2ccc(Cl)cc2)n1	1.7%	-10.0%	5.9%
COc1ccccc1C1CC(c2ccccc2)=NN1C(=S)Nc1ccccc1 (configuration not stated)	12.5%	-1.8%	8.1%
C=NCc1cc2c(OC[C@@H](O)CNC(C)(C)C)cccc2[nH]1	2.4%	x	4.9%
CCN(C(=O)c1cc2c(=O)n3ccccc3nc2s1)C1CCCCC1	u	1.0%	-7.3%[0.0935 µM]
N#CCC(=O)Nc1cc(C(F)(F)F)ccc1N1CCOCC1	1.4%	-2.3%	-5.5%
Nc1c(C(=O)Nc2ccccc2Cl)nnn1-c1ccc2c(c1)OCCO2	-19.1%	0.3%	-2.0%
Cc1ccc(C(=O)/C=C/c2cn(CC(O)CN3CCCCCC3)c3ccccc23)cc1 (configuration not stated)	x	u	7.6%
Cc1ccc(Nc2nc(N)nc(CN3CCN(Cc4ccc5c(c4)OCO5)CC3)n2)cc1Cl	u	-6.6%	7.7%
NS(=O)(=O)c1ccc(NC(=O)COC(=O)c2cc(Cl)ccc2[N+](=O)[O-])cc1	-7.5%	0.9%	5.0%
COc1ccc(CCNC(=O)CSc2nc(=O)[nH]c3c2CCC3)cc1OC	-13.5%	-2.5%	0.8%
N/C(=N\OC(=O)c1ccccc1[N+](=O)[O-])c1cccnc1	2.1%	6.6%	1.0%
COc1ccc(NS(=O)(=O)c2ccc(NC(=O)c3ccc(Br)cc3)cc2)nn1	-4.7%	1.9%	7.6%
Cc1ccc2nc3c(cc2c1)c(C)nn3-c1ccccc1	26.4%	5.9%	x
COc1ccc(C(=O)c2cn[nH]c2-c2cc(Cl)ccc2O)cc1	-4.1%	-5.2%	5.9%
CC(C)c1nc(CNC(=O)C2CCC(=O)N(Cc3ccc(Cl)cc3)C2)no1 (configuration not stated)	-5.4%	15.5%	0.1%
(list continues)
SMILES	N370S GC mod	FEN1 inhibitor	TDP1 inh
Nc1c(C(=O)NCCc2ccccc2)nnn1Cc1ccc(Br)cc1F	5.6%	0.6%	7.4%
CCOC(=O)C1(Cc2ccccc2C)CCCN(C(=O)COC)C1 (configuration not stated)	-12.6%	19.1%	x
O=C(Cn1[nH]c(=O)c2ccccc2c1=O)NC1CCCCCC1	9.9%	1.8%	4.5%
Cc1ccc(NC(=O)c2ccc3c(=O)n4c(nc3c2)CCCCC4)nc1	2.1%	-0.4%	x
Cc1ccc(CC(=O)NC2CCN(Cc3ccccc3)CC2)cc1	-10.1%	3.3%	3.2%
COc1ccc(-n2nc(C(=O)N3CCN(c4cccc(C)c4C)CC3)c3c4ccccc4n(C)c3c2=O)cc1Cl	x	-10.8%	0.0%
O=C(CN(C1CCCCC1)S(=O)(=O)c1ccc(Br)cc1)NCc1ccncc1	-16.8%	-2.9%	3.5%
Cc1onc(-c2c(F)cccc2Cl)c1C(=O)NC1=NCCS1	u	-1.8%	-4.4%
COc1ccccc1OCCNC(=O)C(CCSC)NS(=O)(=O)c1ccccc1F (configuration not stated)	-2.0%	-4.0%	1.1%
Cc1cccc(C2=NN(c3ccccc3)[C@@H](C(=O)N3CCOC3=O)[C@@H]2c2ccccc2)c1	u	4.8%	-6.7%[56.1 µM]
CCc1ccccc1Nc1nn2c(=O)c3ccc(C(=O)Nc4cc(C)cc(C)c4)cc3nc2s1	x	16.7%	5.6%
O=C(COC(=O)c1cnccn1)c1cccc([N+](=O)[O-])c1	-0.6%	49.9%[activator]	x
COc1ccc2nc(C)cc(SCC(=O)N3CCCCC3)c2c1	-2.5%	9.8%	4.7%
COc1cc(C#Cc2c(-c3cncn3C)n(C)c3ccc(-c4ccc(CN5CCOCC5)cc4)cc23)cc(OC)c1	x	3.6%	3.9%
COc1ccccc1/C=N/NC(=O)C1=NNC(c2ccccc2)(c2ccccc2)C1	8.0%	x	7.5%
CC(C)NS(=O)(=O)c1cc(F)ccc1CN1C(=O)c2cccnc2C1=O	-7.8%	14.7%	x
CCOC(=O)C(=O)Nc1nnc(C2CCCCC2)s1	11.4%	-3.0%	3.0%
CCOc1ccccc1C1NC(=O)NC(C)=C1C(=O)OCc1ccccc1 (configuration not stated)	2.8%	27.6%	x
O=c1[nH]c2cc(Cl)ccc2c(O)c1-c1ccc(Oc2ccccc2)cc1	10.0%	x	9.6%[56.1 µM]
O=C(c1cccnc1)N(Cc1ccccc1)C1(C(=O)Nc2ccccc2)CCCCC1	16.0%	-1.0%	7.7%
O=C(c1ccc2c(c1)OCO2)N1CCNc2ccccc2C1	-3.2%	2.4%	5.5%
COc1ccc(/C=N\NC(=O)COc2ccccc2)c(C(=O)O)c1OC	2.4%	-3.5%	0.0%
C[C@@H](NC(=O)c1[nH]cnc1C(=O)Nc1ccon1)c1ccccc1	x	10.4%	-3.5%
Cc1ccc(C)c(OCC(=O)Nc2ccc(N3CCOCC3)cc2)c1	-0.1%	-7.9%	6.2%
Cc1nn(C)c(C)c1NC(=O)COc1ccc(Cl)cc1	x	7.7%	0.9%
Following part.
SMILES	N370S GC mod	FEN1 inhibitor	TDP1 inh
CC1=NN(Cc2ccccc2)C(=O)/C1=C\c1ccc(N(C)C)cc1	-7.5%	-5.3%	9.3%
Cc1ccc(-c2nnc3n2N=C(c2ccccc2)CS3)cc1	-6.1%	-2.0%	10.5%
O=C(O)CN1C(=O)/C(=C\c2cc(Br)ccc2OCc2ccc(Cl)cc2Cl)SC1=S	23.6%	-24.9%	x
COc1ccc(S(=O)(=O)N(C)C[C@H]2Oc3c(NC(=O)C4CC4)cccc3C(=O)N([C@H](C)CO)C[C@@H]2C)cc1	x	-15.3%	0.5%
COc1ccc(C(CNC(=O)c2ccc(NS(=O)(=O)c3ccc4c(c3)OCCO4)cc2)N(C)C)cc1 (configuration not stated)	-11.3%	12.8%	1.3%
CCCCNC(=O)CSc1nc2cc3c(cc2c(=O)n1CCCN(CC)CC)OCO3	-12.9%	-1.6%	4.5%
Cc1ccc(NC(=O)CN2C(=O)S/C(=C\c3cc(Cl)c(OCC(=O)O)c(Cl)c3)C2=O)cc1	-2.4%	44.7µM*	x
COc1ccccc1NC(=O)CSC1=Nc2ccccc2C2=NC(CC(=O)NCc3cccs3)C(=O)N12 (configuration not stated)	x	-3.0%	4.4%
O=C(NCCN1CCOCC1)c1cccc(S(=O)(=O)NCc2ccccc2)c1	-25.0%	-2.1%	0.3%
CCOc1ccc(NC(=O)CSc2nnc(Cn3cnc([N+](=O)[O-])n3)n2C)cc1	2.3%	-1.4%	2.6%
CCCCN(C)CCNC(=O)c1ccc2c(c1)NC(=O)C(N1CCCCC1)S2 (configuration not stated)	-3.0%	-0.5%	9.5%
Cc1ccc(-c2noc(CCC(=O)NCCN3CCc4ccccc4C3)n2)cc1	4.9%	-7.6%	0.0%
COc1ccccc1CCNC(=O)Cn1ccc2cc(S(=O)(=O)N3CCCCC3)ccc21	x	u	8.5%
C/C(=N/NS(=O)(=O)c1ccccc1)c1ccc(NC(=O)C(F)(F)F)cc1	-1.6%	7.5%	0.6%
NC(=O)C1CCN(CC(=O)Nc2cccc(C(=O)Nc3cccc(C(F)(F)F)c3)c2)CC1	u	-1.5%	0.6%
CCc1cc(=O)oc2cc(OC(C)=O)cc(OC(C)=O)c12	u	-6.2%	-2.2%
Cc1ccccc1NC(=O)CN(C)S(=O)(=O)c1ccc2c(c1)n(C)c(=O)c(=O)n2C	-8.9%	-11.3%	0.4%
CC(C)CN(CCCNC(=O)CN1N=C(c2ccccc2)CCC1=O)CC(C)C	x	8.2%	7.8%

A second format for part of the listing above.
Structure | N370S GC mod | FEN1 inhibitor | TDP1 inh
Cc1ccc(-c2nnc3n2N=C(c2ccccc2)CS3)cc1 | -6.1% | -2.0% | 10.5%
O=C(O)CN1C(=O)/C(=C\c2cc(Br)ccc2OCc2ccc(Cl)cc2Cl)SC1=S | 23.6% | -24.9% | x
COc1ccc(S(=O)(=O)N(C)C[C@H]2Oc3c(NC(=O)C4CC4)cccc3C(=O)N([C@H](C)CO)C[C@@H]2C)cc1 | x | -15.3% | 0.5%
COc1ccc(C(CNC(=O)c2ccc(NS(=O)(=O)c3ccc4c(c3)OCCO4)cc2)N(C)C)cc1 (configuration not stated) | -11.3% | 12.8% | 1.3%
CCCCNC(=O)CSc1nc2cc3c(cc2c(=O)n1CCCN(CC)CC)OCO3 | -12.9% | -1.6% | 4.5%
Cc1ccc(NC(=O)CN2C(=O)S/C(=C\c3cc(Cl)c(OCC(=O)O)c(Cl)c3)C2=O)cc1 | -2.4% | 44.7µM* | x

Source: PubChem

Rows were taken by chance; any-hit rate near 0.57%.
